HTR5A ag ctr – counter-screen for OPRM1-OPRD1 agonists: human HTR5A agonism | activation, % at 9.3 µM | actives 0.61% (n = 340,000) | HTR5A agonist assay, luminescence, cell-based; in the data active = activation mostly above about 9.5%, no sharp cut-off; inactive = mostly below about 7.6%;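 also: 0% = cells with vehicle only and 100% = reference agonist; strong numbers were not always called active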
PfHsp90 set2 – inhibits growth of yeast expressing Plasmodium falciparum Hsp90 | S. cerevisiae expressing PfHsp90, BacTiter-Glo ATP, 48 h; yeast lacking PDR1 and PDR3 efflux regulators | inhibition, % at 9.4 µM | actives 0.32% (n = 310,000);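 active = every replicate shows inhibition above about 80%, whatever the replicate mean, limit read from the data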;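 also: 0% = DMSO neutral controls and 100% = 20 µM radicicol positive controls; yeast relying on Plasmodium falciparum Hsp90 in place of its own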
Ecoli viability – reduces bacterial viability in AddAB counter-screen | E. coli V3065 growth, OD600 absorbance, 18 h | inhibition, % at 11.9 µM | actives 0.27% (n = 330,000) | AID 449728;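 active = inhibition above the campaign's mean inhibition across all tested compounds plus 3 SD, cut at about 9.9% in these data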;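 also: uninfected addAB+ strain grown without phage in ampicillin broth; 0% = DMSO wells and 100% = ciprofloxacin 0.95 µg/ml wells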
DSG3 Ab inh – blocks pemphigus antibody binding to human desmoglein-3; DSG3-coupled beads, scFv-anti-DSG3-GFP binding, flow cytometry; hits give low values; actives 0.48% (n = 310,000); P32926; binding (percent of control), % at 10 µM;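 active = binding more than 3 SD below its plate's average and above zero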;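 also: hits lower antibody fragment binding to DSG3; some compounds called inactive have numbers as strong as hits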
Target sequence (P32926 whole entry, looked up, the tested form may be a part): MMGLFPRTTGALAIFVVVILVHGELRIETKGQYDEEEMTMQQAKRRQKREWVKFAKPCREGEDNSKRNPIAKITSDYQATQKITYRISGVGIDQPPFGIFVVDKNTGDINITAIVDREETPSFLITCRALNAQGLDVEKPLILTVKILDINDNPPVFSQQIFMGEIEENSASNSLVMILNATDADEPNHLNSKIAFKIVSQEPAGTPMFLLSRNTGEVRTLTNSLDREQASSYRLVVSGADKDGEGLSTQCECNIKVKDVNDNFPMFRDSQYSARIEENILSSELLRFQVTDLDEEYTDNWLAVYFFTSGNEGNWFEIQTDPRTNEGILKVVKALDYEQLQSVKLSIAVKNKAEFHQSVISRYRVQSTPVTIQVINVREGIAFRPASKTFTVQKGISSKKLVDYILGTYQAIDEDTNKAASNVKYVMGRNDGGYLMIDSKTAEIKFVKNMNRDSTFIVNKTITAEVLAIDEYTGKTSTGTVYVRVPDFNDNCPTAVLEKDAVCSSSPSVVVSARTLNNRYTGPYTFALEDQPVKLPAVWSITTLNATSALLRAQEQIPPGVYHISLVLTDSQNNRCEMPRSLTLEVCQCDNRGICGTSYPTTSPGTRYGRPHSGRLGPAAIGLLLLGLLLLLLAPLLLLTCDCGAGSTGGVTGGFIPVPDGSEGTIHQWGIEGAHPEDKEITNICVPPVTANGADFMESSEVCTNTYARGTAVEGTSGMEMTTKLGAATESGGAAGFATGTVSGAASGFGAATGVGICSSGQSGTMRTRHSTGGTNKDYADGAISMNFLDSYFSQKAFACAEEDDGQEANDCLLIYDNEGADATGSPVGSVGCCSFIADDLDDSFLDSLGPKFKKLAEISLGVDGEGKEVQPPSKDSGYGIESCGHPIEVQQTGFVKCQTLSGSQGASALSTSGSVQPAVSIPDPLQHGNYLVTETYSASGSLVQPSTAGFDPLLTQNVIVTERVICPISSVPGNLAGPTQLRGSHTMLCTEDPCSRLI
MOR-DOR inv ag – inverse agonists of human mu-delta opioid receptor heterodimerization; P35372+P41143; cell-based MOR-DOR heterodimer luminescence, inverse agonism; inhibition, % at 9.3 µM; actives 0.21% (n = 340,000); in the data active = inhibition above about 22%, passing the limit was not always enough;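 also: 0% = cells with DMSO and 100% = wells without cells with DMSO; values of inactives mirror those of a sister screen read the other way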
SUMO Mot1 rescue – inhibitors of SUMOylation pathway: yeast Mot1-301 growth rescue; growth rescue, % at 18.8 µM; actives 1% (n = 320,000); AID 2716; S. cerevisiae Mot1-301 growth rescue, ATP luminescence, 38.5C; percent above DMSO median, 100 means doubled;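 active = every valid replicate shows activation above 250% relative to neutral control wells; inactive = the rest, any valid replicate at or below 250%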;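 also: OY570 slx delta 5 strain wells were the positive control but not used for scaling; some compounds called inactive have numbers as strong as hits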
AddAB inh – less growth of phage-infected E. coli with AddAB | E. coli expressing H. pylori AddAB, absorbance growth | inhibition, % at 11.9 µM | actives 0.29% (n = 330,000) | AID 435030; in the data active = inhibition above about 12%;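 also: 0% = vehicle wells of infected cells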
PKA-R1A act – PKA-R1A complex activation; activation, % at 11.4 µM; AID 504707; P00514+P68181; actives 0.083% (n = 340,000); PKA-R1A dissociation, Cy5-IP20 fluorescence polarization; scaled: DMSO 0%, 113 µM cGMP 100%;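 active = percent activation above the mean of all tested compounds plus 3 SD, cut at about 19% in these data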;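 also: higher means more PKAc released from R1A so a rise in polarization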
MOR-DOR ag – OPRM1-OPRD1 heterodimerization agonism; P35372+P41143; cells, luminescence; activation, % at 9.3 µM; actives 0.3% (n = 340,000); AID 504326; in the data active = activation above about 18%;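 also: 0% = vehicle-treated cells and 100% = reference agonist; values of inactives mirror those of a sister screen read the other way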
HTR5A inv ag – HTR5A inverse agonism, opioid heterodimer counter-screen; P47898; HTR5A cell line, luminescence; inhibition, % at 9.3 µM; actives 0.083% (n = 340,000); AID 504634; in the data active = inhibition mostly above about 23%, no sharp cut-off; inactive = mostly below about 18%;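 also: 0% = cells with DMSO and 100% = no-cell wells with DMSO; some compounds called inactive have numbers as strong as hits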
phage Ecoli inh – E. coli growth loss with phage present. growth absorbance. inhibition, % at 11.9 µM. actives 0.26% (n = 360,000). AID 651602; in the data active = inhibition above about 11%
* hit, by the source's call; i = inactive; nt = not tested or not shown. Rows were taken by chance; 3.2% or so of the library scored in one or more.

SMILES	HTR5A ag ctr	PfHsp90 set2	Ecoli viability	DSG3 Ab inh	MOR-DOR inv ag	SUMO Mot1 rescue	AddAB inh	PKA-R1A act	MOR-DOR ag	HTR5A inv ag	phage Ecoli inh
COc1ccc(-n2nc3c(N4CCC(C(=O)NC5CCCCC5)CC4)nnc(C)c3c2C)cc1	-1.6	15.7	0.2	136.8	14.1	-4.5	2.9	-0.2	-2.8	5.8	nt
Cc1nn(Cc2ccc(F)cc2)c(C)c1NC(=O)c1cnn2cccnc12	3.1	-7.3	-1.9	100.7	14.6	3.3	-0.1	-12.3	-2.8	-10.1	-1.2
CCc1ccc(-c2ccc3nnc(SCC(=O)NCC4CCCO4)n3n2)cc1 (stereo not given)	0.3	nt	-0.3	100.2	-9.5	-2.0	0.3	1.2	1.5	-0.7	0.2
O=C(CSC(=S)N1CCCCC1)Nc1ncc2c(n1)CC(c1ccco1)CC2=O (stereo not given)	nt	-10.7	-0.6	101.2	nt	-5.8	0.2	nt	nt	nt	-0.9
O=C(CCc1c[nH]c2ccccc12)N=Nc1c(O)[nH]c2ccccc12	0.4	6.2	0.4	95.8	6.9	1.8	4.0	-5.6	-1.0	-1.2	3.6
CCOC(=O)c1cnc2ccc(OC)cc2c1NCCN1CCOCC1	-2.2	3.7	1.6	99.6	5.3	-7.7	0.7	-1.6	-1.1	8.3	3.0
CCOC(=O)CSc1nnc(-c2ccccc2OC)o1	5.8	7.8	0.8	104.0	6.7	2.1	-0.8	-7.5	-1.2	-1.0	2.4
CC(=NC1CCCC1)c1c(C)[nH]n(-c2nc3ccccc3s2)c1=O	-2.9	9.5	-0.2	102.2	8.7	18.3	-1.4	5.1	-1.6	3.8	-1.6
Cc1nc2[nH]onc2c2nccc(=O)c12	4.5	0.3	-3.0	98.1	9.3	-36.0	1.4	2.5	-1.6	6.0	-0.8
CCN(CC)S(=O)(=O)c1ccc(C)c(NC(=O)CN2CCN(Cc3ccccc3)CC2)c1	-5.1	19.1	-0.8	98.6	8.7	217.7	-0.3	-0.2	-1.7	20.4	-2.7
Cc1ccnc(SCc2cn3c(C)cc(C)nc3n2)n1	-1.0	8.3	-0.2	100.2	9.2	5.0	0.5	-3.4	-1.8	7.8	4.0
COC(=O)c1ccccc1S(=O)(=O)N1CCC(NC(=O)C(Cc2cccc(OC)c2OC)NC(C)=O)CC1 (stereo not given)	5.1	17.0	nt	nt	-6.8	nt	nt	1.2	1.1	-14.4	1.1
O=C(Nc1ccccc1N1CCCC1)c1ccc(Cl)c(S(=O)(=O)N2CCOCC2)c1	-4.9	-6.4	0.4	126.3	15.3	7.9	1.0	-12.2	-2.8	12.3	3.2
COCCCNC(=O)C1CC(=O)N(CCc2ccccc2)C1 (stereo not given)	6.9	nt	0.4	93.8	16.3	-1.1	1.8	6.1	-3.2	-19.6	-0.1
Cc1cccc(S(=O)(=O)NCCC(=O)OCC(=O)Nc2ccc(C#N)cc2)c1	-2.7	12.0	-0.3	106.9	6.3	6.3	4.0	-0.2	-1.2	-3.5	1.5
Cc1ccc(NC(=O)c2cc(-c3ccc4c(c3)OCO4)on2)cc1C	3.0	3.6	1.1	108.5	2.6	44.9	1.2	-3.7	-0.4	-19.1	1.5
COc1ccc(OC(C)C(=O)Nc2cccc(OC)c2)cc1 (stereo not given)	3.4	-8.2	0.9	105.6	-3.0	-2.6	-0.8	2.1	0.6	-17.5	1.9
COc1cc2c(cc1OC)/C(=C/C(=O)c1ccccc1F)NCC2	6.8	-3.6	nt	101.6	10.2	-7.9	nt	-3.4	-2.2	-26.5	2.1
Cn1c(N)c(C(=O)COC(=O)c2cc(C3CC3)nc3ccccc23)c(=O)n(C)c1=O	2.1	-15.0	-0.4	105.5	16.6	-23.6	-3.4	-0.6	-2.9	-6.2	0.5
Cc1ccc2nsnc2c1S(=O)(=O)NCc1ccc2c(c1)OCO2	1.6	1.0	0.8	nt	5.2	576.6	0.3	-1.4	-1.0	4.5	2.0
COC(=O)c1cc(NC(=O)c2ccc(C)cc2)c(=O)oc1C	0.8	-9.4	1.1	103.7	8.9	-2.9	2.4	0.0	-1.8	-0.8	4.4
CC(C)n1c(N2CCN(C(=O)NCc3ccccc3)CC2)nc2ccccc21	10.4*	nt	0.4	96.8	8.9	46.0	0.4	-15.0	-1.6	-34.0	5.0
O=C(NCc1cccnc1)C1CCCN1S(=O)(=O)c1ccc(Cl)cc1 (stereo not given)	3.3	-2.8	0.2	119.5	7.9	19.0	-0.3	-6.3	-1.5	-9.2	2.3
O=C(N/N=C1/CCc2ccccc21)C1CC1	-0.1	7.7	-0.5	99.8	12.2	-6.4	2.6	2.8	-2.6	0.2	2.2
CCOC(=O)N1CCN(C(=O)c2ccccc2-c2ccccc2)CC1	0.3	23.2	0.5	102.7	9.6	436.1*	-0.8	-5.5	-1.8	-0.9	1.8
Cc1ccc(-c2nc3ccsc3c(=O)o2)cc1	1.7	25.7	-0.6	nt	-15.8	-16.8	-1.1	-3.8	3.2	1.1	1.9
CCCCC(C)n1[nH]c(=O)c2c(C)cc(C)nc21 (stereo not given)	4.6	-18.4	-1.5	101.1	-4.8	-12.8	1.4	-3.6	0.9	-14.5	1.5
Cc1cc(-c2ccc3c(c2)COc2c4ccccc4nn2-3)on1	6.4	nt	-2.0	101.2	6.9	-0.3	1.9	-10.6	-1.3	31.6	1.9
CCc1ccc(C(C)NC(=S)NCc2ccc(F)cc2)cc1 (stereo not given)	8.3	21.2	-0.4	110.8	-49.0	14.9	0.9	-6.0	9.2	-22.8	1.0
CCn1cc(CN2CCN(CC(C)(C)C)C(CCO)C2)c2ccccc21 (stereo not given)	-3.0	10.0	-0.8	109.0	4.2	2.6	-1.0	-14.0	-0.8	-21.7	1.5
COc1ccc(C(CNC(=O)c2ccc(Br)o2)N2CCN(C)CC2)cc1 (stereo not given)	0.8	nt	-0.8	104.9	15.5	-4.4	-1.0	6.0	-2.9	-4.0	2.9
Cc1c(C(=O)N2CCc3ccccc32)oc2ccccc12	0.1	-8.5	-1.2	98.8	-36.5	7.0	3.9	-0.7	6.9	-9.0	1.3
O=C(CCCCl)OCc1cn(-c2ccc(Cl)cc2)nn1	nt	6.7	0.9	103.9	nt	3.6	1.2	nt	nt	nt	2.4
O=C(COC(=O)c1cc(Cl)ccc1[N+](=O)[O-])NC1CC1	-2.4	1.0	-1.1	nt	-1.4	-30.5	1.0	-12.3	0.3	6.0	2.3
O=C(C1CC(c2ccccc2O)=NO1)N1CCCC1 (stereo not given)	-2.7	-15.7	3.5	107.0	-7.7	49.8	3.9	-7.1	1.3	-6.2	3.9
CCN(CC)S(=O)(=O)c1cc(NC(=O)COC(=O)c2ccc(NC(=O)CC#N)cc2)ccc1C	6.6	-1.9	-1.9	87.1	9.9	-6.0	-1.4	-1.3	-2.2	16.8	0.8
CCS(=O)(=O)N1CCC(C(=O)NCc2ccc(F)cc2Cl)CC1	-3.2	-5.5	4.0	106.9	16.1	192.7	6.3	0.3	-2.9	-14.4	1.8
CC(C)c1ccc(NC(=S)NNC(=O)c2cccs2)cc1	0.8	-53.7	-2.5	101.6	16.1	35.4	-2.1	-2.4	-2.9	-2.2	3.0
Cc1ccnc(NC(=O)c2ccccc2NC(=O)c2ccc(Cl)cc2Cl)c1	-4.6	-4.2	1.7	113.5	-18.5	-11.2	0.9	0.0	3.8	15.6	4.2
Fc1ccccc1COc1ccc(-c2nnn(Cc3ccccc3F)n2)cc1	9.0	-7.4	0.9	99.4	1.8	-14.0	-1.2	-3.5	-0.3	-23.2	-0.4
O=C(Cn1ccc2cc(S(=O)(=O)N3CCCC3)ccc21)NCc1ccco1	0.8	5.8	0.6	nt	16.3	-12.0	-0.3	-4.4	-3.1	-2.9	1.4
CCCOC(=O)Cn1cnc2scc(-c3ccc(C)cc3)c2c1=O	1.7	3.4	-1.2	92.5	7.8	-13.1	3.3	1.8	-1.7	-6.4	2.1
O=C(CCS(=O)(=O)c1ccccc1)Nc1ccccc1F	1.0	-15.1	-0.8	107.4	0.2	-21.1	0.1	-10.2	0.0	-2.9	2.7
Cc1ccc(C(=O)NN(CCC(=O)NC(C)(C)C)C2=NS(=O)(=O)c3ccccc32)cc1	3.0	-17.1	-2.3	77.5	6.8	-16.4	1.1	-0.8	-1.4	-10.2	1.2
CC12C=CC3(O1)C(C(=O)N1CCCOC13)C2C(=O)O (stereo not given)	0.8	-14.2	0.6	97.8	19.7	176.7	1.5	3.7	-3.8	-2.0	2.5
CC(=O)N=C1SC2CS(=O)(=O)CC2N1c1ccccc1Cl (stereo not given)	-4.0	16.0	-2.0	nt	0.8	11.3	3.9	2.7	-0.2	9.9	1.8
O=C(O)c1cccc(-c2ccc(/C=c3/sc4nc5ccccc5n4c3=O)o2)c1	1.9	-35.3	-2.1	95.2	9.0	3.5	0.8	-10.2	-1.7	-5.2	3.3
CCc1nnc(NC(=O)C2Cc3ccccc3CN2S(=O)(=O)CC)s1 (stereo not given)	3.4	-33.8	-0.9	88.9	8.0	73.5	0.3	12.0	-1.8	-5.1	0.0
COc1ccccc1NC(=O)Cn1nnc(-c2ccccc2NS(=O)(=O)c2ccccc2)n1	-1.8	-0.9	-4.2	132.2	-26.6	7.6	-2.1	-2.6	5.0	2.9	1.8
CN(Cc1ccc2ccccc2c1)C(=O)c1ccc(C(F)(F)F)cc1	2.5	12.7	-2.7	101.0	-24.5	212.0	3.4	-2.3	3.0	3.6	2.6
CCCS(=O)(=O)N1CCCC(c2nc(-c3ccc(OC)cc3)no2)C1 (stereo not given)	-4.2	-38.8	-0.3	96.8	-3.1	6.0	3.0	3.9	0.5	-19.9	4.2
O=C(NCCN1CCc2ccccc2C1)Nc1ccc(F)cc1	-5.7	-23.3	-0.3	107.3	4.4	-8.8	0.5	-3.6	-0.9	15.0	-0.1
Nn1c(C2CCC2)nc2ccccc2c1=O	5.5	1.5	0.6	108.3	3.8	-8.3	-0.2	-6.7	-0.8	-20.6	2.1
COc1ccccc1NC(=O)/C(=C\c1cccnc1)NC(=O)c1ccc(C)cc1	1.4	-70.6	0.1	107.0	16.1	-2.6	2.6	9.7	-3.0	-3.8	2.0
O=C(Cn1c(=O)oc2cc(S(=O)(=O)N3CCCC3)ccc21)NC1CCCc2ccccc21 (stereo not given)	11.0	-11.2	-2.9	97.8	10.2	i	2.3	2.5	-2.0	-30.9	0.7
CCCc1ccc(-c2cc(C(=O)N/N=C/c3ccc([N+](=O)[O-])o3)c3ccccc3n2)cc1	-1.3	-8.7	0.8	96.5	-29.7	-15.9	-0.3	-11.1	5.0	-31.3	0.5
